High-throughput results (PubChem)
Yeast superoxide: lowers age-related superoxide in aged yeast cells | S. cerevisiae aged cells, superoxide DHE fluorescence; active compounds read low | superoxide response (% of plate mean), % at 10 µM | 330,000 tested, 0.18% active;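 active means superoxide response under a set limit, about three screen SD below normal, cut at about 65% in these data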;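 further: yeast aged for seven days with compound at 30 °C before DHE staining; 100% = average MFI of all compound-treated wells on the plate with controls excluded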
GLD-1 RNA inh: GLD-1-TGE RNA interaction inhibition (C. elegans); Q17339; purified GLD-1 + fluorescein TGE RNA, fluorescence polarization; inhibition, % at 5.96 µM; 320,000 tested, 0.44% active; AID 2280;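 active means percent inhibition above a per-plate cutoff, the plate mean of test compounds plus 3 SD, cut at about 30% in these data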;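 further: 0% = DMSO wells with GLD-1 and probe and 100% = wells lacking GLD-1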
ZTA DNA inh: counter-screen for EBNA-1 inhibitors: inhibitors of Epstein-Barr virus ZTA. P03206. ZTA-DNA binding, fluorescence polarization. inhibition, % at 11 µM. 320,000 tested, 0.15% active. AID 2234; in the data active means inhibition above about 33%
Target sequence (P03206 whole entry, looked up): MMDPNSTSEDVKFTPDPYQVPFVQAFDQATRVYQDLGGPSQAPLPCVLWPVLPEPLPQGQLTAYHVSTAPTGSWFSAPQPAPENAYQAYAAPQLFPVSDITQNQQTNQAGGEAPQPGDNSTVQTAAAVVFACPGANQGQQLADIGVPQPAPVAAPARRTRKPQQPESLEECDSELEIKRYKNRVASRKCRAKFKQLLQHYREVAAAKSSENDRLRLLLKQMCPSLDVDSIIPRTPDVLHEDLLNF
MCL1 BIM primary: disrupts human MCL1 binding to BIM-BH3 peptide. Q07820. GST-MCL1 / FITC-Bim-BH3 fluorescence polarization. inhibition, % at 10.9 µM. 320,000 tested, 0.68% active;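 active means inhibition above the mean inhibition of all tested compounds plus 3 SD, set per campaign, cut at about 40% in these data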;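 further: 0% = DMSO wells and 100% = unlabeled Bim-BH3 peptide control; higher means more loss of mP so more displacement of Bim peptide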
Target sequence (Q07820 whole entry, looked up): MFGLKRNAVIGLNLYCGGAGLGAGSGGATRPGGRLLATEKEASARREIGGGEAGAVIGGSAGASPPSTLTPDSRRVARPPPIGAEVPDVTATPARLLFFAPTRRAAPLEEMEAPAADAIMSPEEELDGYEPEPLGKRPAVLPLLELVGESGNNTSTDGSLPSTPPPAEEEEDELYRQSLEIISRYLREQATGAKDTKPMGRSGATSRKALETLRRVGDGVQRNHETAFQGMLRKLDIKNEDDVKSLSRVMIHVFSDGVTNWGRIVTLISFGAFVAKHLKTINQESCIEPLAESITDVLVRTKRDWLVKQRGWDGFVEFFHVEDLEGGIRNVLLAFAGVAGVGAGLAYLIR
BCLXL inh: inhibitors of human Bcl-xL; inhibition, % at 10.9 µM; Q07817; GST-Bcl-xL / FITC-Bim BH3 peptide fluorescence polarization; 320,000 tested, 0.7% active;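 active means inhibition above the mean of all tested compounds plus 3 SD, cutoff set per campaign, cut at about 30% in these data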;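 further: 0% = DMSO wells and 100% = unlabeled Bim-BH3 peptide competitor; inhibitors lower millipolarization by displacing the labeled peptide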
Target sequence (Q07817 whole entry, looked up): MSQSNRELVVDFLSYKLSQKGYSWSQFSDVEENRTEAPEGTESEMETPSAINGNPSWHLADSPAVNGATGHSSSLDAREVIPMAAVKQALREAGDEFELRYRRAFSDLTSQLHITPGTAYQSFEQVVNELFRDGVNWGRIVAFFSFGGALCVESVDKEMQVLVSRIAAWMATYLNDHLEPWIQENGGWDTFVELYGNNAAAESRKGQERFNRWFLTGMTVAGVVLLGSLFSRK
Fam108B counter: blocks mouse Fam108B hydrolase in RBBP9 counter-screen; recombinant Fam108B, FP-Rh probe fluorescence polarization; inhibition, % at 9.51 µM; 300,000 tested, 0.33% active; AID 1947;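 active means inhibition above the screen mean inhibition plus 3 SD, computed separately per campaign, cut at about 18% in these data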;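 further: inhibitors lower polarization as less probe binds the enzyme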
Efflux pump inh: inhibitors of Candida antifungal efflux pumps expressed in yeast; 330,000 tested, 0.44% active; AID 485275; inhibition, % at 10 µM; S. cerevisiae Candida pump triplex, Nile Red efflux;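 active means plate passing quality check with inhibition over a set limit, or well fluorescence over plate mean plus 4 SD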;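 further: Nile Red retained in pooled yeast measured as flow cytometry median fluorescence; 0% = buffer negative control and 100% = Enniatin B positive control; higher means more Nile Red kept so more efflux inhibition; some compounds called inactive have numbers as strong as hits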
EBNA-1 inh: blocks EBNA-1 binding to DNA; EBNA-1 DNA binding, fluorescence polarization; 300,000 tested, 0.34% active; inhibition, % at 14.8 µM; in the data active means inhibition above about 28%
MEX-5 binding: C. elegans MEX-5 TCR-2 RNA binding activity. Q9XUB2. MEX-5/FITC-TCR2 RNA binding, fluorescence polarization; active compounds read low. activity score (negative = inhibition of binding), % at 10 µM. 300,000 tested, 0.38% active. AID 1832;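 active means inhibition past about -25% in most replicates, and total fluorescence under double the plate's negative control median, limit read from the data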;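 further: 0% = DMSO and -100% = 5 µM competing unlabeled TCR2 RNA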
An asterisk follows results filed as active; . = no result given. Compounds were not picked by outcome (roughly 2.3% active in at least one column).

SMILES	Yeast superoxide	GLD-1 RNA inh	ZTA DNA inh	MCL1 BIM primary	BCLXL inh	Fam108B counter	Efflux pump inh	EBNA-1 inh	MEX-5 binding
COc1ccc(NC(=O)C2CCN(Cc3cnn(-c4ccccc4)c3-n3cccc3)CC2)cc1OC	105.0	0.6	8.6	-3.3	1.1	-2.7	0.0	6.5	-1.7
O=C1CCC(C(=O)Nc2ccc(Cl)cc2)N1 (stereo not drawn)	106.0	-1.6	-5.5	5.1	1.8	3.8	-0.1	7.9	-1.4
COc1ccccc1C(=O)NC(CCSC)C(=O)N1CCN(C(C)=O)CC1 (stereo not drawn)	100.7	-3.1	-13.2	3.7	8.4	.	0.0	.	.
Cc1nn(-c2ccccc2)nc1CNS(C)(=O)=O	97.5	4.5	-1.9	1.9	5.4	0.7	0.0	4.8	0.0
Cc1ccccc1-c1nc2c3ccccc3nc(=S)n2[nH]1	90.8	8.8	14.7	5.0	3.2	-3.4	0.3	16.6	-2.1
CC(=O)Nc1nnc(SCC(=O)NC2CC2)s1	88.7	-0.9	1.6	2.5	4.5	1.5	-0.1	1.1	-2.4
CCN(CC(=O)Nc1ccccc1C(F)(F)F)C(=O)CSCc1c(C)noc1C	97.6	4.0	0.3	-5.7	-1.7	-0.2	0.0	2.5	0.4
CCOCCN1CCN(C2c3ccccc3CSc3ccccc32)CC1 (stereo not drawn)	98.6	1.8	4.3	13.2	9.1	-1.6	-0.2	12.2	0.8
CC(C)CC(O)(c1ccccc1)C(CN1CCOCC1)c1ccccc1 (stereo not drawn)	89.6	1.4	13.2	1.4	6.2	3.5	-0.1	1.4	2.5
Cc1ccc(S(=O)(=O)N2CCN(C(=O)n3ccnc3)CC2)cc1	99.8	4.3	-8.6	-3.9	-4.3	.	0.2	.	.
CCNC(=S)NCc1ccc(OC)c(OC)c1	106.6	-6.3	5.9	6.1	7.3	-5.0	0.1	-13.5	-0.9
CC1Sc2ccc(S(=O)(=O)CCC(=O)N3CCCC3)cc2NC1=O (stereo not drawn)	109.5	-0.2	-6.0	-1.8	4.8	-5.5	0.1	2.0	-1.4
COCCn1c(N)c(C(=O)c2cccc(S(=O)(=O)N3CCCCCC3)c2)c(=O)[nH]c1=O	88.2	3.6	-0.1	1.6	2.6	.	0.1	.	.
CC(C)CN(C(=O)CN1C(=O)NC(c2ccccc2)(c2ccccc2)C1=O)C1CCS(=O)(=O)C1 (stereo not drawn)	109.0	-2.9	4.5	-7.7	0.6	.	0.2	.	.
COc1ccc2c(=O)c(C(=O)O)c(-c3ccc4c(c3)OCO4)n(C)c2c1	85.0	2.0	0.6	-10.4	2.5	-2.7	0.1	-4.8	2.9
Cc1csc(NC(=O)c2ccc(C)c([N+](=O)[O-])c2)n1	100.0	5.0	9.3	4.1	2.2	0.0	0.0	-2.1	0.9
Cc1ccc(C(NC(=O)Nc2ccccn2)C(Cl)(Cl)Cl)cc1F (stereo not drawn)	88.5	5.4	-1.4	-5.3	0.5	1.4	-0.2	-16.2	2.4
O=c1c2cc(F)ccc2sn1-c1ccc(F)cc1	108.0	8.7	-3.2	19.6	-11.8	.	0.0	.	.
O=C(CN1C(=O)COc2ccccc21)N(CCCN1CCOCC1)CC1CC=CCC1 (stereo not drawn)	91.2	3.2	-3.2	3.6	-5.5	-2.0	0.0	-1.8	-2.3
Cc1nc2ccccc2c(=O)n1-c1ccc(F)c(NS(=O)(=O)c2ccccc2F)c1	93.6	0.8	3.6	2.8	6.8	-2.0	0.0	4.5	-1.8
c1ccc2[nH]c(N3CCOCC3)nc2c1	87.5	3.8	13.6	-5.2	-0.9	-4.7	0.2	-6.8	-0.6
Cc1ccccc1C(=O)NC(CC(C)C)C(=O)Nc1ccc(S(N)(=O)=O)cc1 (stereo not drawn)	109.0	4.0	6.8	-3.4	-3.9	2.5	0.0	5.9	3.9
COc1ccc(C)cc1S(=O)(=O)N1CCC(C(=O)N2CCN(C)CC2)CC1	84.4	-1.3	13.9	5.6	4.2	0.7	0.5	-1.2	1.1
COc1cc(NC(=O)COC(=O)/C=C/c2c(C)nn(C3CCS(=O)(=O)C3)c2Cl)cc(OC)c1OC (stereo not drawn)	103.7	-1.4	6.2	-2.0	-4.2	-2.9	-0.1	-10.5	2.7
COc1ccc(/C=C/CN2CCC(Oc3ccc(C(=O)N4CCCCC4)cc3)CC2)cc1	105.2	6.2	-0.6	0.7	4.2	-0.9	-0.4	1.1	-0.1

Three compounds already listed, arranged by heavy-atom count, lowest first:
SMILES	Yeast superoxide	GLD-1 RNA inh	ZTA DNA inh	MCL1 BIM primary	BCLXL inh	Fam108B counter	Efflux pump inh	EBNA-1 inh	MEX-5 binding
c1ccc2[nH]c(N3CCOCC3)nc2c1	87.5	3.8	13.6	-5.2	-0.9	-4.7	0.2	-6.8	-0.6
CC(=O)Nc1nnc(SCC(=O)NC2CC2)s1	88.7	-0.9	1.6	2.5	4.5	1.5	-0.1	1.1	-2.4
Cc1ccc(C(NC(=O)Nc2ccccn2)C(Cl)(Cl)Cl)cc1F (stereo not drawn)	88.5	5.4	-1.4	-5.3	0.5	1.4	-0.2	-16.2	2.4

Given as comma-separated lines: entries from further up.
mol,Yeast superoxide,GLD-1 RNA inh,ZTA DNA inh,MCL1 BIM primary,BCLXL inh,Fam108B counter,Efflux pump inh,EBNA-1 inh,MEX-5 binding
COc1ccc(NC(=O)C2CCN(Cc3cnn(-c4ccccc4)c3-n3cccc3)CC2)cc1OC,105.0,0.6,8.6,-3.3,1.1,-2.7,0.0,6.5,-1.7
O=C1CCC(C(=O)Nc2ccc(Cl)cc2)N1 (stereo not drawn),106.0,-1.6,-5.5,5.1,1.8,3.8,-0.1,7.9,-1.4
COc1ccccc1C(=O)NC(CCSC)C(=O)N1CCN(C(C)=O)CC1 (stereo not drawn),100.7,-3.1,-13.2,3.7,8.4,.,0.0,.,.
Cc1nn(-c2ccccc2)nc1CNS(C)(=O)=O,97.5,4.5,-1.9,1.9,5.4,0.7,0.0,4.8,0.0
Cc1ccccc1-c1nc2c3ccccc3nc(=S)n2[nH]1,90.8,8.8,14.7,5.0,3.2,-3.4,0.3,16.6,-2.1
CC(=O)Nc1nnc(SCC(=O)NC2CC2)s1,88.7,-0.9,1.6,2.5,4.5,1.5,-0.1,1.1,-2.4
CCN(CC(=O)Nc1ccccc1C(F)(F)F)C(=O)CSCc1c(C)noc1C,97.6,4.0,0.3,-5.7,-1.7,-0.2,0.0,2.5,0.4
CCOCCN1CCN(C2c3ccccc3CSc3ccccc32)CC1 (stereo not drawn),98.6,1.8,4.3,13.2,9.1,-1.6,-0.2,12.2,0.8
CC(C)CC(O)(c1ccccc1)C(CN1CCOCC1)c1ccccc1 (stereo not drawn),89.6,1.4,13.2,1.4,6.2,3.5,-0.1,1.4,2.5
Cc1ccc(S(=O)(=O)N2CCN(C(=O)n3ccnc3)CC2)cc1,99.8,4.3,-8.6,-3.9,-4.3,.,0.2,.,.
CCNC(=S)NCc1ccc(OC)c(OC)c1,106.6,-6.3,5.9,6.1,7.3,-5.0,0.1,-13.5,-0.9
CC1Sc2ccc(S(=O)(=O)CCC(=O)N3CCCC3)cc2NC1=O (stereo not drawn),109.5,-0.2,-6.0,-1.8,4.8,-5.5,0.1,2.0,-1.4

(further entries)
SMILES	Yeast superoxide	GLD-1 RNA inh	ZTA DNA inh	MCL1 BIM primary	BCLXL inh	Fam108B counter	Efflux pump inh	EBNA-1 inh	MEX-5 binding
COc1cccc(NC(=O)COC(=O)Cc2ccccc2[N+](=O)[O-])c1	92.2	10.2	-28.3	-5.5	-5.2	-4.9	-0.1	4.0	-0.1
Clc1ccc(SCCCCN2CCOCC2)cc1	92.8	-4.6	6.7	7.7	5.7	5.5	0.2	-2.3	-2.1
COC(=O)c1ccc(OC)c(-c2c(OC)cc(OC)cc2OC)c1	120.7	3.4	-3.2	5.7	3.9	-3.1	0.1	-10.0	-0.6
O=C(CSc1nn(-c2ccc(F)cc2)c(=S)s1)NC(=O)NCc1ccco1	103.8	-4.8	1.2	-7.7	-5.5	6.2	-0.1	-7.8	-0.7
Cc1cc(C(=O)CSc2nnc(C3COc4ccccc4O3)n2C)c(C)n1-c1ccc(F)cc1 (stereo not drawn)	105.2	5.3	-7.3	-8.5	-5.1	-5.9	0.3	-6.6	3.9
Nc1ccc2nc3n(c(=O)c2c1)CCC3	103.6	-0.8	0.1	6.0	8.3	0.8	-0.1	0.0	0.0
CS(=O)(=O)N(CCc1ccccc1)CC(=O)Nc1ccc(OCc2ccccc2)cc1	103.3	-0.5	-1.2	0.8	0.9	-3.0	-0.1	0.5	-0.2
COC(=O)c1ccc2c(=O)n(CC3CCCO3)c(SCC(=O)Nc3ccccc3OC)nc2c1 (stereo not drawn)	91.4	4.9	-1.8	5.0	0.3	-1.8	-0.1	8.7	0.0
CC(CC(=O)Nc1ccc(C(N)=O)cc1)c1ccccc1 (stereo not drawn)	95.8	6.0	-1.0	8.3	6.2	0.2	-9.9	-3.2	1.4
CCOc1ccc(CNC(=O)C2Cc3cc(S(=O)(=O)N4CCCCC4)ccc3N2C(C)=O)cc1 (stereo not drawn)	88.1	2.1	-11.2	3.5	2.5	0.5	-0.3	6.5	1.9
C#CCOCCOCCOCCNc1nc(N2CCOCC2)nc(N2CCN(C(=O)[C@H](Cc3ccc(O)cc3)n3cc([C@@H](N)CC(C)C)nn3)CC2)n1	98.2	3.2	13.8	0.4	-3.7	1.6	0.0	0.1	1.5
COc1ccc(C2(C)NC(=O)N(CC(=O)NC3(C#N)CCCCC3)C2=O)cc1 (stereo not drawn)	100.7	0.0	-4.5	0.2	5.3	1.2	-0.1	6.6	0.2
Cc1ccc(Cl)cc1NC(=S)N/N=C/c1cccc2ccccc12	91.2	10.5	-5.6	7.3	-1.2	-13.9	0.0	-4.4	-1.8
C#CCNc1nc(C(C)C)nc2c1nnn2Cc1ccccc1F	96.5	0.9	14.7	-3.2	0.8	1.6	0.0	0.5	-1.2
O=C(CCc1nc2sc3c(c2c(=O)[nH]1)CCCC3)N1CCN(c2ccccc2)CC1	93.3	-6.0	6.8	8.2	-0.5	1.0	0.1	5.0	-1.0
COC(CNS(=O)(=O)c1cc2c3c(c1)CCN3C(=O)CC2)OC	119.5	3.8	-11.1	-6.9	3.7	-0.6	0.0	-8.6	2.7
COc1ccc(CN(CCC#N)C(=S)NC(=O)c2ccccc2)cc1	96.0	4.0	0.3	6.7	3.9	7.2	0.0	-3.2	-0.2
O=C(NCCC1=CCCCC1)C1CCN(C(=O)c2ccc(Cl)cc2)CC1	88.1	1.3	-13.4	-0.9	4.8	-0.9	-0.1	-1.8	-5.7
COc1ccc(OCCCC(=O)OC(C)C(=O)Nc2cccc(C(C)=O)c2)cc1 (stereo not drawn)	68.1	4.7	-11.9	-3.7	-4.6	-0.2	0.0	-4.7	2.0
Cc1cc(NC(=O)CSc2n[nH]c(=O)[nH]c2=O)ccc1Br	114.8	-2.6	-16.6	4.4	4.8	-0.1	-0.1	-2.5	0.1
Cc1nn(CC(=O)NNC(=S)Nc2ccccc2)c(C)c1[N+](=O)[O-]	93.5	0.1	-2.4	9.2	6.4	0.4	0.0	-4.9	.
COc1nc(N(C)C)nc(-n2nnc(C(C)=O)c2C)n1	100.6	-1.7	2.4	1.8	1.6	1.2	0.0	-2.7	1.2
Cc1ccc(S(=O)(=O)Nc2cc(C(=O)N3CCOCC3)ccc2N2CCCCC2)cc1	99.3	-5.8	-14.0	3.3	4.2	3.0	-0.1	-10.3	-0.4
COC(=O)c1ccccc1NC(=O)CN(C)S(=O)(=O)c1ccc(OC)c(C)c1	85.2	6.2	-2.6	-3.0	-2.1	-0.1	0.1	6.6	-1.2
